GALK inhibitor = qHTS Assay for Inhibitors of Human Galactokinase (GALK); P51570; Purified GALK, Kinase-Glo residual ATP luminescence; Potency, µM (doses to about 57.5 µM), without a hit: at the top dose activity change, negative = inhibition, usual class: inhibitors; 270,000 tested, 0.007% active; further: potency means the concentration at half of the fitted maximal effect; on the % scale 0 is the no-effect control and ±100 the full control effect
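ATP-depletion format; final 35 uM ATP, 100 uM D-galactose, 5 nM enzyme; pH 8.0 HEPES/Mg2+ buffer; 60 min RT; luminescence read 10 min after detection reagent.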
Giardia kill = Small Molecules that selectively kill Giardia lamblia: qHTS; Giardia lamblia trophozoite viability; activity change, % at 7.66 µM, hits read low; 340,000 tested, 0.15% active; in the data active means activity change below about -80%; inconclusive means between about -30% and that limit;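 further: parasites exposed to compound for two days anaerobically before the ATP read; on the % scale 0 is the no-effect control and ±100 the full control effect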
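Luminescent ATP signal served as the viability read-out, measured 15-30 min after adding ATP detection reagent to trophozoites that had been incubated with compounds for 48 hrs at 37 deg C anaerobically at 100 cells/well.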
hERG WT inh = qHTS for Inhibitors of KCHN2 3.1: Wildtype qHTS. activity change, % at 1.84 µM. U2OS, BacMam KCNH2, thallium flux FluxOr; stronger effect = lower value. 340,000 tested, 0.37% active;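 active means maximum activity change below -70%; inconclusive means maximum activity change between -70% and -50%; inactive means maximum activity change above -50%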; further: on the % scale 0 is the no-effect control and ±100 the full control effect
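U2OS cells transduced with wild-type KCNH2 virus are loaded with FluxOr dye for 45 min, and thallium flux is measured in kinetic reads before and after stimulation buffer. Rate constants are normalized to DMSO controls.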
TRPV1 ag = HTS Assay for Compounds that Act as Agonists of the Vanilloid Receptor 1; Transient receptor potential cation channel subfamily V member 1 (Homo sapiens), Q8NER1; 320,000 tested, 0.19% active; activation, % at 8.33 µM; TRPV1-expressing cells, Fluo-8 calcium influx, agonist mode; AID 540275, 2011; in the data active means activation above about 80%; inconclusive means between about 30% and that limit; further: 0% is about no effect
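TRPV1-expressing cells were cultured overnight at 35.5C and loaded with Fluo-8 calcium dye for 40 to 90 min at room temperature. After a 10 s baseline, compound was added and calcium influx was read kinetically for 3 min (ex 480/em 520 nm).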
KCNH2 3.1 block = qHTS for Inhibitors of KCHN2 3.1: Mutant qHTS. AID 720553, 2013. Potassium voltage-gated channel subfamily H member 2, brain isoform KCNH2 3.1 (human). 340,000 tested, 0.95% active. activity change, % (tested at about 1.8 µM). U2OS KCNH2 3.1, thallium flux FluxOr; stronger effect = lower value;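 active means maximum activity change below -70%; inconclusive means maximum activity change from -70% to -50%; inactive means maximum activity change above -50%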;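 further: thallium influx rate constant from kinetic fluorescence after stimulation buffer; on the % scale 0 is the no-effect control and ±100 the full control effect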
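U2OS cells transduced with KCNH2 3.1 mutant virus (1.77 x 10^8 /mL, 4 h), plated overnight at 37 C, loaded 45 min with FluxOr dye plus Red40 quencher. Thallium flux rate constant from kinetic reads after stimulation buffer, normalised to controls.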
B2AR arrestin = qHTS assay of beta-arrestin-biased ligands of beta2-adrenergic receptor | beta-arrestin recruitment to beta2AR, cell-based reporter | Potency, µM (titrated, usually from 46.1 µM), for the others: at the highest dose activation, hits mostly activators | 330,000 tested, 0.02% active;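 further: potency means the concentration at half of the fitted maximal effect; 0% = DMSO controls and full agonism = EC100 isoproterenol or metaproterenol; nearly all actives have a fitted effect of over 65% in size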
Target sequence (P07550 whole entry, looked up): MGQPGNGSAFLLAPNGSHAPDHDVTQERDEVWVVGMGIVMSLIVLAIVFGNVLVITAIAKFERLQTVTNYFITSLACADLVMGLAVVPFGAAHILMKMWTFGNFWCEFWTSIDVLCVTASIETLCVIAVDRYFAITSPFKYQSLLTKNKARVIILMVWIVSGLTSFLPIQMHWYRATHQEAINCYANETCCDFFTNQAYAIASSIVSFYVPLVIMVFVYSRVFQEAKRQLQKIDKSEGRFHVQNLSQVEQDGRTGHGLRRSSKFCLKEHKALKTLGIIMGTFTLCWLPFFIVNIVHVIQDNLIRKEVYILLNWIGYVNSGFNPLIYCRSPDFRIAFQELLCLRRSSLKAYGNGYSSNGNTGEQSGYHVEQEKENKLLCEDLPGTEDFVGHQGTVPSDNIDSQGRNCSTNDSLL
FBPA coupling cs = qHTS Assay for Inhibitors of Fructose-1,6-bisphosphate Aldolase from Giardia Lamblia: Coupling assay counterscreen; coupling enzyme system counterscreen, AmpLite Red fluorescence; activity change, negative = inhibition, % at 58.2 µM, hits read low; 290,000 tested, 0.67% active; AID 2472, 2010; in the data active means activity change below about -30%; further: on the % scale 0 is the no-effect control and ±100 the full control effect
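First, compound is pin-transferred into glyceraldehyde-3-phosphate coupling-enzyme reagent at 57.5 uM final and held 10 min at RT. Next, substrate, coupling system and AmpLite Red are added. After 20 min RT, fluorescence (525/598 nm) is read.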
CXXC DNA block = qHTS Fluorescence Polarization Assay for Inhibitors of MLL CXXC domain - DNA interaction | Histone-lysine N-methyltransferase 2A (Homo sapiens), Q03164 | MLL-CXXC / FITC-HOXA9 DNA fluorescence polarization | Potency, µM (top dose mostly 115 µM), for the others: at the top dose activity change, negative = inhibition, most hits filed as inhibitors | 290,000 tested, 0.037% active; active means well fitted inhibition curve with a large enough effect in the polarisation, with a control signal flat, not every such curve was filed as active; inconclusive means small, poorly fitted or top-dose-only effect, or effect the other way, or a change in a side signal; inactive means no such curve, though single readings can be large or run the other way; the % refers to the polarisation; further: potency means the concentration at half of the fitted maximal effect
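Fluorescence polarization: 7 uM MLL-CXXC (stock) preincubated 5 min with compounds, then 50 nM fluorescein-HOX-A9 DNA (stock) added; 30 min ambient. Buffer 50 mM Tris-HCl pH 7.5, 50 mM NaCl, 1 mM DTT, 0.05% BSA.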
Menin-MLL TR inh = qHTS Assay for Inhibitors Targeting the Menin-MLL Interaction in MLL Related Leukemias: Competition With Texas Red Labeled MLL-derived Mutant Peptide | 270,000 tested, 0.23% active | O00255 | Menin + Texas Red MLL mutant peptide, fluorescence polarization | AID 1768, 2009 | Potency, µM (top dose mostly 61.6 µM), inactives show at the highest dose FP activity change, negative = inhibition, usual class: inhibitors; active means well fitted inhibition curve with a large enough effect in the polarisation, with a control signal flat, not every such curve was filed as active; inconclusive means small, poorly fitted or top-dose-only effect, or effect the other way, or a change in a side signal; inactive means no such curve, though single readings can be large or run the other way; the % refers to the polarisation; further: potency means the concentration at half of the fitted maximal effect; % of control where 0% means no effect; many of its hits are not listed in these tables
PKM2 activator = qHTS Assay for Activators of Human Muscle isoform 2 Pyruvate Kinase; Pyruvate kinase PKM (Homo sapiens), P14618; purified PKM2, Kinase-Glo ATP luminescence, activation; response scale: 0% is enzyme alone, no compound; Potency, µM (titrated, usually from 57.5 µM), inactives show at the highest dose activation, hits mostly activators; 260,000 tested, 0.34% active; further: potency means the concentration at half of the fitted maximal effect; on the % scale 0 is the no-effect control and ±100 the full control effect; nearly all actives have a fitted effect of over 55% in size
Target sequence (P14618 whole entry, looked up, canonical isoform): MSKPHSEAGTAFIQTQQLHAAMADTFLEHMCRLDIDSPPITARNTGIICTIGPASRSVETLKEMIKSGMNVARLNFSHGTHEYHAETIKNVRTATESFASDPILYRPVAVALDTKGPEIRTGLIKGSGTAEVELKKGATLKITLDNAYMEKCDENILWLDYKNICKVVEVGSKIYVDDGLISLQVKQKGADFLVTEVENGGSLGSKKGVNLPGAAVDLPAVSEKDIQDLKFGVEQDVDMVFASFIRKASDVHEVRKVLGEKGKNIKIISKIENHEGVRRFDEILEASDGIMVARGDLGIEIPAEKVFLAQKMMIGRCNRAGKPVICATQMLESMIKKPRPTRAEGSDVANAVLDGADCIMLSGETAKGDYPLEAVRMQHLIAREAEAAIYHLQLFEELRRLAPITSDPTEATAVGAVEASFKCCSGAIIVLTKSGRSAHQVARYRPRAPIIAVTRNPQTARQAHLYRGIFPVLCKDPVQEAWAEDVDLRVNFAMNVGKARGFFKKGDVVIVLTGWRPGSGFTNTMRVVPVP
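hPK-M2, >95% pure; 0.1 mM ADP / 0.5 mM PEP final; imidazole pH7.2 buffer w/ 7 mM MgCl2, 50 mM KCl; 1 h RT; Kinase-Glo lum. Intermediate enzyme activity for dual inhibitor/activator qHTS.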
USP2a block = qHTS Assay for Inhibitors of Ubiquitin-specific Protease USP2a Using CHOP2 as the Reporter; Ubiquitin carboxyl-terminal hydrolase 2 (Homo sapiens), O75604; USP2 core, Ub-CHOP2 coupled fluorogenic reporter, 485/531; Potency, µM (top dose mostly 38.3 µM), without a hit: at the highest dose activity change, negative = inhibition, actives largely listed as inhibitors; 330,000 tested, 0.01% active;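 further: potency means the concentration at half of the fitted maximal effect; plate controls were DMSO wells for no effect and full inhibition by NEM control for full effect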
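USP2 core (10nM final) preincubated 30min RT with compound in 20mM Tris-HCl pH 8.0, 2mM CaCl2, 2mM beta-mercaptoethanol, 0.05% CHAPS; 25nM Ub-CHOP2 plus 25nM reporter substrate added, fluorescence (Ex485/Em531) read after 60min.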
The depositor's hits bear a star; ? = inconclusive; · = no result given; [ ] = dose if it differs, or a comment. Unless noted, the call rests on the fitted dose curve; in most records, active means well fitted curve in the direction sought with a large enough effect; inconclusive means small, poorly fitted or top-dose-only effect, or another doubt; inactive means no such curve, though single readings can be large; an effect the other way counts as inactive or inconclusive. These rows are one share of the data, so the mix of outcomes need not match the whole.

molecule	GALK inhibitor	Giardia kill	hERG WT inh	TRPV1 ag	KCNH2 3.1 block	B2AR arrestin	FBPA coupling cs	CXXC DNA block	Menin-MLL TR inh	PKM2 activator	USP2a block
Cc1nc2ccc(S(=O)(=O)NC(C(=O)NCc3cccs3)C(C)C)cc2s1 (stereo not given)	-3%	-22	-2	0	1	0.1%	2	19%	-4%	-2%	0%
Oc1c(Cl)cccc1C=Nc1cc(C(F)(F)F)ccc1N1CCCC1	2%	0	2	5	4	-0.5%	2	-7%	1%	-1%	3%
CCOC(=O)N1CCN(S(=O)(=O)/C=C/c2ccccc2)CC1	8%	-17	2	10	·	0.2%	2	4%	0%	0%	3%
Cc1cn2c(=O)c(C(=O)NCc3ccc4c(c3)OCO4)cnc2s1	·	-4	-3	-2	8	-0.3%	·	·	·	·	3%
CCSc1nnc(NC(=O)CSC2=NN3CCCC(=O)N=C3S2)s1	-2%	-14	-1	1	9	-1.7%	-1	-7%	-25%	8%	1%
Cc1ccc(S(=O)(=O)N2CCN(c3ccccc3)CC2)s1	·	40[activator]	13	·	10	0.1%	·	·	·	·	6%
O=C(NCc1ccncc1)c1nnc(Cc2c(F)cccc2Cl)o1	4%	-28	-1	0	-23	0.3%	4	-7%	1%	9%	1%
S=C(Nc1ccccc1Cl)N1CCCC1	0%	3	·	-6	-1	0.2%	10	20%	0%	-1%	0%
CC(=O)Nc1ccc2c(c1)nc(CCN1CCOCC1)n2C	3%	7	-10	-2	-1	-1.2%	1	-6%	0%	17%	4%
CC(C)c1[nH]nc2c1C(C1C=CCCC1)C(C#N)=C(N)O2 (stereo not given)	·	22	0	-5	-11	-0.5%	1	4%	·	4%	-1%
OC(CNCc1ccccc1Cl)COc1ccc(F)cc1 (stereo not given)	5%	-28	12	11	11	-0.2%	1	2%	1%	12%	7%
CCOC(=O)N1CCN(c2c(N3CCN(c4cccc(C)c4C)CC3)c(=O)c2=O)CC1	0%	-16	-18	-2	0	-1.3%	2	0%	0%	-3%	3%
O=c1[nH]nc(Cc2ccc(-c3ccc(Cl)cc3)o2)c2ccccc12	-3%	2	-12	-5	-10	-0.3%	-12	-6%	·	11%	2%
CCN(CC)C(=O)C(=O)N/N=C/c1ccc(Br)cc1	0%	29	-11	-5	0	-1.0%	8	8%	-11%	-9%	2%
COCCn1cc(C(=O)NCCN(C)C)c2c3ccccc3n(C)c2c1=O	2%	-9	-11	2	-8	-0.1%	3	-8%	-14%	·	4%
CCOc1ccc(S(=O)(=O)N(C)c2ccc(OCC(=O)NCC3CCCCC3)cc2)cc1	·	2	-14	·	-33	0.2%	·	·	·	·	1%
CCN(CC)c1ccc(/C=N/Nc2ccccc2)c(O)c1	2%	-1	-16	9	·	0.3%	-14	-7%	3%	3%	4%
CCc1nnc(NC(=O)C(=O)NCCOC(=O)c2ccccc2Cl)s1	3%	8	-2	-7	1	0.0%	-2	-7%	2%	-11%	-1%
CC(=O)c1cccc(OCC(=O)N2CCCc3ccccc32)c1	0%	2	-1	9	-11	-0.6%	-2	4%	-2%	-10%	1%
C/C(=N\NC(=O)c1nnn(-c2nonc2N)c1-c1ccccc1)c1cccnc1	3%	-3	-12	-1	-10	0.1%	·	17%	·	·	3%
Cc1c(NC(=O)Cc2noc3ccccc23)cccc1[N+](=O)[O-]	3%	-9	-15	7	8	-0.2%	5	16%	-2%	-2%	2%
CCCCN(C)CCN1C(=O)C2C(C(=O)Nc3ccc(C)cc3)C3C=CC2(O3)C1C(=O)NC1CCCCC1 (stereo not given)	0%	1	4	3	-13	-0.5%	1	-6%	?	-8%	-1%
Cc1ccc(-c2nnc(SCC(=O)Nc3ccccc3F)o2)cc1	2%	-20	-7	·	2	-0.3%	3	-13%	-3%[11.7 µM]	9%	2%
CN(c1ccccc1)S(=O)(=O)c1ccc(Cl)nc1	7%	22	8	-2	20	-0.2%	-2	5%	0%	-1%	-2%
Cc1cc(OCC(=O)NCc2ccncc2)c2c(C)c(C)c(=O)oc2c1	8%	9	-5	?	-6	-0.7%	·	12%	·	·	1%
CC(OC(=O)CCNS(=O)(=O)c1cccs1)C(=O)Nc1ccc(S(N)(=O)=O)cc1 (stereo not given)	·	1	-10	-2	6	-0.5%	·	·	·	·	-5%
Cc1ccc2c(c1)C1CN(C)CCC1N2S(=O)(=O)c1cc(C(F)(F)F)ccc1Cl (stereo not given)	·	-28	-5	13	-10	0.0%	·	·	·	·	-3%
CN(CC(=O)Nc1cccc(F)c1)C(=O)CSc1nc2ccccc2s1	·	-9	-3	8	-2	0.3%	·	·	·	·	1%
O=C(NC(O)C(=O)c1ccccc1)c1ccccn1 (stereo not given)	-3%	-19	-5	-5	9	9.7%	-4	18%	-6%	-4%	0%
CCC(=O)Nc1cccc(-c2ccc(N3CCC(C)CC3)nn2)c1	3%	-85*	-5	17	-9	0.2%	2	12%	-10%	·	0%
Cc1nn(C)cc1CNCc1c(C(=O)N2CCCCC2)nc2c(C)cccn12	7%	9	0	2	13	-0.2%	1	?	-10%	1%	1%
COc1ccc(OCC(=O)Nc2c(Cl)ccc3nsnc23)cc1	2%	-8	2	-1	3	-0.2%	·	4%	·	·	-1%
O=C(c1cccs1)n1nc(-c2ccccc2)nc1NCc1ccco1	2%	0	-6	9	11	0.5%	-1	72%[activator]	-1%	3%	0%
O=C(CN1CCN(S(=O)(=O)c2ccc(Cl)cc2)CC1)Nc1ccc2c(c1)OCCO2	-1%	7	12	-3	1	-1.1%	-1	5%	-5%	12%	0%
Cc1ccc(NC(=O)c2cnccn2)c(Br)c1	2%	23	-13	-1	0	-0.4%	-1	0%	3%	2%	-1%
Cc1nnc(NC(=O)CS(=O)(=O)Cc2ccccc2)s1	15%	1	3	1	-27	0.5%	1	10%	-6%	-1%	0%
CC(=O)C1=C(O)C(=O)N(CCCCCC(=O)O)C1c1ccc(N(C)C)cc1 (stereo not given)	-3%	11	-8	-3	-3	-0.3%	0	-11%	3%	-3%	-4%
O=C(NCC(=O)N1CCN(c2ccccc2O)CC1)c1ccc2c(c1)OCO2	-3%	-6	14	4	7	7.3%	2	-1%	-6%	4%	0%
O=C(COc1ccc(S(=O)(=O)N2CCOCC2)cc1)NCCCn1ccnc1	1%	-6	-12	1	-14	0.0%	0	7%	23%	·	1%
CC1(C)CC(=O)C2=C(C1)NC1=C(C(=O)c3ccccc31)C2c1cc([N+](=O)[O-])ccc1O (stereo not given)	-4%	4	0	8	9	11%	-1	-1%	·	23%	6%
O=C(c1cccc2ccccc12)C1CCCN(C(=O)c2ccc(N3CCOCC3)cc2)C1 (stereo not given)	6%	0	-4	12	0	-0.5%	1	0%	-10%	-1%	3%
Cc1ccc2c(c1)c1c(n2CC(O)CNC2CCCC2)CCCC1 (stereo not given)	·	2	11	6	2	-0.6%	0	?	·	3%	-1%
